Screens (PubChem BioAssay)
aSyn rescue = rescues yeast growth from alpha-synuclein toxicity | actives 0.14% (n = 370,000) | AID 652106 | Potency, µM (doses to about 46.1 µM), for the others: at the top dose growth rescue (activation), most hits filed as activators | Yeast expressing alpha-synuclein, growth rescue, BacTiter-Glo, 24 h; note: potency is the fitted concentration of half-maximal effect; % of control where 0% means no effect; nearly all actives have a fitted effect of over 65% in size
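Readout is rescue of growth in alpha-synuclein-expressing yeast, so inhibitors of toxicity appear as activators. Growth after 24 hr at 30 deg C in galactose medium is quantified by luminescence.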
FUS yeast rescue = rescues growth of FUS-expressing yeast; S. cerevisiae FUS-expressing, growth rescue, OD600, 24 h; Potency, µM (highest dose often 76.6 µM), inactives show at the top dose growth rescue (activation), usual class: activators; actives 0.24% (n = 390,000);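 note: potency is the fitted concentration of half-maximal effect; plate controls were DMSO vehicle for no effect and reference control for full effect; nearly all actives have a fitted effect of over 55% in size; some results filed as inactive show a strong effect at the top dose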
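Steps: raffinose overnight preculture; dilution to OD 0.005 in 2% galactose minimal medium; compound addition (concentration series); 24hr at 30C, 99% humidity; absorbance read at 600 nm.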
pAkt inh = inhibitors of Akt phosphorylation; Neuro2A IGF-stimulated pAkt S473 HTRF, 20 min; hits give low values; activity change, % for hits at 50 µM; actives 0.32% (n = 360,000); in the data active = activity change below about -80%; inconclusive = mostly about -51% to -80%; note: % is set by controls: 0 for no effect and ±100 for the full control effect
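Neuro2A cells (4,500/well, DMEM with 0.5% FBS) were treated with compound at a single 50 µM final concentration, stimulated with 6 nM IGF for 20 min at 37 °C, and lysed. Phospho-Akt Ser473 was read by HTRF as 665/615 ratio ×10^4.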
TDP43 rescue = rescues yeast growth from TDP-43 toxicity; TDP-43 expressing yeast growth rescue, BacTiter-Glo, 24 h; Potency, µM (titrated, usually from 46.1 µM), without a hit: top-dose growth rescue (activation), usual class: activators; actives 1.8% (n = 410,000); AID 652104; note: potency is the fitted concentration of half-maximal effect; % of control where 0% means no effect; nearly all actives have a fitted effect of over 50% in size
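Luminescence from BacTiter-Glo reports growth of TDP-43-expressing yeast after 24 hr at 30 deg C with compound. Cells were raffinose-pregrown to mid-log, then seeded in galactose medium at OD600=0.02.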
Mm-Cpn inhibitor = blocks the Methanococcus maripaludis chaperonin Mm-Cpn; purified Mm-Cpn ATPase, ADP Transcreener TR-FRET; Potency, µM (series often up to 76.9 µM), inactives show at the highest dose activity, negative = inhibition, usual class: inhibitors; actives 0.031% (n = 330,000); AID 504842; note: potency is the fitted concentration of half-maximal effect; % is set by controls: 0 for no effect and ±100 for the full control effect; nearly all actives have a fitted effect of over 80% in size
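Eu-cryptate anti-ADP/ADP-d2 competition gives a ratio inversely related to ADP. Enzyme at 25 nM was pre-exposed to compound for 10 min, then given 10 uM ATP for 30 min, 37°C throughout.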
Abeta yeast res = A-beta toxicity reversal in yeast; yeast expressing A-beta42, growth rescue, OD600, 48 h; response scale: 0% DMSO, 100% iron-clioquinol control; Potency, µM (doses to about 46.1 µM), without a hit: at the top dose growth rescue, actives largely listed as activators; actives 0.063% (n = 410,000); note: potency is the fitted concentration of half-maximal effect; nearly all actives have a fitted effect of over 55% in size
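Growth rescue measured by 600 nm absorbance after 48 h yeast culture at 30 C with compound. Values normalized between DMSO and an equimolar ferric chloride plus clioquinol control.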
PTHR1 agonist = activates the human parathyroid hormone receptor PTHR1 | Q03431 | HEK293 GP2 PTHR1 cells, GloSensor cAMP luminescence, 1 h | Potency, µM (series often up to 115 µM), without a hit: top-dose activation, actives largely listed as activators | actives 0.075% (n = 410,000) | AID 743266; note: potency is the fitted concentration of half-maximal effect; nearly all actives have a fitted effect of over 55% in size; some results filed as inactive show a strong effect at the top dose; inactives centre near -15; many of its hits are not listed in these tables
Target sequence (Q03431 whole entry, looked up): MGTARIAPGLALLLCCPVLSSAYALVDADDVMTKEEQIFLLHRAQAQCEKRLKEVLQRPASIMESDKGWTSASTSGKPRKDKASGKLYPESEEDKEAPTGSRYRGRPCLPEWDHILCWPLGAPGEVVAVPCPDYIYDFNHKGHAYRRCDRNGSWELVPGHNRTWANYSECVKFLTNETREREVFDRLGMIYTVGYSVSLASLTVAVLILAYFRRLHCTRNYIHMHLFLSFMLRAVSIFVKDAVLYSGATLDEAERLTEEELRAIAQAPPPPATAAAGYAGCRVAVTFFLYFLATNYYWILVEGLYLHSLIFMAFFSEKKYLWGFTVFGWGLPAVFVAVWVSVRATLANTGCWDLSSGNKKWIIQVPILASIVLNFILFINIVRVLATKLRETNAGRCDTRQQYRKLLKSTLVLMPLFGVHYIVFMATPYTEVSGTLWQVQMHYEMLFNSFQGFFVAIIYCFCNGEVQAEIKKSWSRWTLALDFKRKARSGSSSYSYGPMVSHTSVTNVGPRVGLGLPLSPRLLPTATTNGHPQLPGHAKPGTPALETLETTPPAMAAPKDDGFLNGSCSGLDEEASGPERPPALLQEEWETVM
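HEK-293-derived GP2 cells expressing PTHR1 and a GloSensor cAMP reporter, 3,000/well, plated overnight, given luciferin plus IBMX (each 0.5 mM as added) for 1 h at 37 °C, then compound for 1 h at 37 °C. Luminescence was read after 15 min at room temperature.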
HEK293 tox = cytotoxic in the GLP-1 receptor inverse agonist counter-screen; Potency, µM (top dose mostly 38.3 µM), for the others: top-dose activity change, negative = inhibition, hits mostly inhibitors; HEK293 cAMP-luciferase reporter cells, luminescence, 24 h; actives 0.13% (n = 410,000);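 note: loss of luciferase light is scored as toxicity; potency is the fitted concentration of half-maximal effect; % is set by controls: 0 for no effect and ±100 for the full control effect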
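Quantitative HTS format, 1536 wells, 200 cells/uL seeded. Compounds: 23 nL, 24 h, 37 °C. Detection: luciferase reagent, luminescence at 12 min RT; decreased signal taken as cytotoxic.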
GLP-1R inv ag = acts as inverse agonist at human GLP-1 receptor. HEK293 GLP-1R CRE-luciferase, luminescence, 24 h; GLP-1R form is constitutively active. Potency, µM (highest dose often 38.3 µM), for inactives: at the highest dose activity change, negative = inhibition, actives largely listed as inhibitors. actives 1.6% (n = 410,000). P43220; note: potency is the fitted concentration of half-maximal effect; % is set by controls: 0 for no effect and ±100 for the full control effect; nearly all actives have a fitted effect of over 55% in size
Target sequence (P43220 whole entry, looked up): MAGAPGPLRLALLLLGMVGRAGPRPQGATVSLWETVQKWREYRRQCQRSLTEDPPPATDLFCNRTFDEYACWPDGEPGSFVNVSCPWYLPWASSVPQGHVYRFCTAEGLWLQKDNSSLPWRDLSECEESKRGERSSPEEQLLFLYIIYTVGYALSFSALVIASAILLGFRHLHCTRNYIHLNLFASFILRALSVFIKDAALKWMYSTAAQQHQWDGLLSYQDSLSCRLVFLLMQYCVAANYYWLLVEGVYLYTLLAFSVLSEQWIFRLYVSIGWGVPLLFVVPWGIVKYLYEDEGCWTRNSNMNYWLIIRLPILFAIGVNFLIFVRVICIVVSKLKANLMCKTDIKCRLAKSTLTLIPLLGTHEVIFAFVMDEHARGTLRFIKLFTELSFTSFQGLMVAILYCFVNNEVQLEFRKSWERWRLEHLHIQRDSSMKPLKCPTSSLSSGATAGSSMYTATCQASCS
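Inverse agonism was detected as reduced cAMP-driven luciferase luminescence after 24 h compound treatment. The cells were HEK293 clones expressing constitutively active human GLP-1R with the reporter. Reporter-only and GPR119 cell lines served as counterscreen controls.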
Numbers without * were called inactive; i = inactive; ? = inconclusive; nt = no result given; [ ] = dose if it differs, or a comment. Unless noted, calls come from the whole dose curve; as a rule, active = well fitted curve in the direction sought with a large enough effect; inconclusive = small, poorly fitted or top-dose-only effect, or another doubt; inactive = no such curve, though single readings can be large; an effect the other way counts as inactive or inconclusive. Only part of the results is shown (hit frequency here may not be typical).

SMILES | aSyn rescue | FUS yeast rescue | pAkt inh | TDP43 rescue | Mm-Cpn inhibitor | Abeta yeast res | PTHR1 agonist | HEK293 tox | GLP-1R inv ag
COc1ccc(C(=O)CN(Cc2ccccc2)C2=NCCS2)cc1 | 3.0% | 15.3% | i | 4.1% | 2.2% | 0.1% | i | 16.3% | ?
O=C(/C=C/c1ccc2c(c1)OCO2)NCCS(=O)(=O)N1CCN(c2ccc(F)cc2)CC1 | 5.3% | 1.2% | i | 10.9% | -0.9% | 10.8% | -8.0% | 0.9% | ?
CC(OC(=O)c1cc2ccccc2[nH]1)C(=O)N(C)c1ccccc1 (configuration not stated) | 13.1% | -13.7% | i | 13.4% | -1.4% | 0.7% | -21.3% | -5.4% | ?
Cc1cc(=O)[nH]c(Nc2ccc(C(=O)OC(C)C)cc2)n1 | 1.3% | ? | i | 15.3% | 0.9% | 24.1% | -35.9%[inhibitor] | 1.7% | ?
COc1ccc(CN2C(=O)c3cccnc3C2Nc2ccc(OC)c(Cl)c2)cc1 (configuration not stated) | 1.0% | 31.6µM* | i | -7.1% | -10.9% | 11.9% | 1.0%[57.5 µM] | -11.7% | 0.0%
O=C(NN1CCOCC1)c1ccc(Cl)cc1Cl | -1.9% | -5.3% | i | -0.2% | nt | 1.9% | -21.3% | 6.6% | 3.3%
Nc1ccc2c(c1)C1(CCC2)NC(=O)NC1=O (configuration not stated) | 2.4% | -6.7% | i | 5.9% | nt | 7.3% | i | 5.5% | 8.0%
CN(CC(=O)N/N=C/c1ccc(F)cc1)S(=O)(=O)c1ccccc1 | -10.8% | -44.4% | i | 18.4% | nt | -1.8% | -26.3% | -2.8% | 0.2%
CC(=O)N(CCc1ccccc1C)Cc1cc2cc3c(cc2[nH]c1=O)OCO3 | 3.0% | 2.8% | i | -9.4% | -1.0% | -4.2% | i | -7.7% | 4.3%
Cc1ccnc(N2C(=O)c3ccccc3C2=O)c1 | 1.5% | 10.5% | i | -25.3% | 3.8% | 1.7% | i | 2.3% | 30.3%[activator]
Cc1ccc(Nc2ccc(S(=O)(=O)N3CCOCC3)cc2[N+](=O)[O-])cc1C | -0.1% | nt | i | -5.3% | -0.1% | 6.9% | -1.2% | -33.1% | ?
COc1ccc(N2CCN(C(=O)CSc3nnc(-c4cccnc4)n3-c3ccccc3)CC2)cc1 | 0.9% | ? | i | 2.9% | 1.3% | -4.6% | -20.5%[57.5 µM] | 7.9% | 11.2µM*
COc1cccc(CNC(=O)C(Cc2ccccc2)NS(=O)(=O)c2ccc3c(c2)oc(=O)n3C)c1 (configuration not stated) | nt | 20.8% | nt | -4.0% | nt | -2.5% | -22.8% | -11.5% | 0.4%
O=C1C2C3C=CC(C3)C2C(=O)N1CCCCCCN1C(=O)C2C3C=CC(C3)C2C1=O (configuration not stated) | -5.2% | 20.5% | i | -23.8% | -3.0% | -14.3% | -40.3%[inhibitor] | 13.9% | ?
Cc1cc(C)n(-c2nc3ccccc3nc2N2CCN(c3cccc(C)c3C)CC2)n1 | nt | 1.0% | nt | -3.4% | nt | -23.8% | ? | 1.4% | 6.7%
CCOC(=O)c1c(NC(=O)CSc2ncccn2)sc(C(=O)NC)c1C | 0.0% | 32.2% | i | 2.8% | -8.2% | 1.9% | i | 0.9% | 17.4%
CCc1nnc(NC(=O)NCN2C(=O)C3C4C=CC(C4)C3C2=O)s1 (configuration not stated) | -0.1% | -2.9% | i | 18.7% | 1.7% | 5.7% | i | -3.4% | 0.4%
O=Cc1cn(CC(O)Cn2cc(C=O)c3ccccc32)c2ccccc12 | 1.5% | 18.6% | i | -13.9% | -0.9% | -11.6% | -14.1% | 2.3% | -17.1%
O=C(OCC(=O)N1CCN(C(=O)c2ccco2)CC1)c1cccc(O)c1 | -2.2% | 10.3% | i | -7.2% | 1.2% | 11.6% | -1.2% | -9.9% | -9.4%
COC(=O)c1ccc(C(c2c(N)n(CC(C)C)c(=O)[nH]c2=O)N2CCN(c3ccccc3)CC2)cc1 (configuration not stated) | 4.5% | 16.4% | i | 10.1% | -3.8% | 15.6% | -20.3% | -2.7% | 0.0%
CCCCN(CCCC)C(=O)c1cn(CC)c2cc(N3CCN(C)CC3)c(F)cc2c1=O | -1.1% | 7.9% | i | -5.2% | -2.0% | 3.4% | -2.2% | -5.0% | 22.9%
O=C(NCCN1CCCC1)C1CC(=O)N(C2CCCCC2)C1 (configuration not stated) | -0.2% | -23.6% | i | -3.6% | 1.9% | -7.6% | 2.3%[57.5 µM] | 9.5% | 6.9%
Cc1ccc(-c2noc(CSc3nnc(Cc4cccs4)n3-c3ccccc3)n2)cc1 | 14.8% | ? | i | -6.9% | -0.3% | 11.5% | -76.2%[inhibitor] | -8.8% | ?
O=C(C1CCCN(S(=O)(=O)c2ccc(Br)s2)C1)N1CCCCCC1 (configuration not stated) | 14.1% | 3.9% | i | -19.1% | nt | -44.3%[inhibitor] | -34.8%[inhibitor] | 0.3% | ?
O=C(NCc1ccncc1)c1ccc(NS(=O)(=O)c2ccc(F)cc2)cc1 | -4.5% | 4.8% | i | -3.1% | -0.5% | ? | i | 1.4% | 0.8%
O=S(=O)(Nc1cccc(-c2ccc3nncn3n2)c1)c1cc(F)ccc1F | -0.9% | 1.9% | i | 2.8% | -1.3% | 2.7% | i | 11.2% | 82.6%[activator]
O=C(c1ccc(Cl)cc1)C1CCN(CC(=O)N2CCCCC2)CC1 | 4.9% | 1.3% | i | 17.4% | 2.9% | -1.2% | i | ? | ?
O=C(CN1CCN(S(=O)(=O)c2ccccc2)CC1)NCc1ccccc1 | -0.4% | 14.5% | i | 6.1% | -2.0% | ? | -3.7% | -0.3% | 3.1%
CC(C)N(CCNC(=O)c1ccc(CS(=O)(=O)c2c(Cl)cccc2Cl)o1)Cc1ccccc1 | -3.8% | 12.2% | i | -21.1% | -1.0% | 2.7% | i | -24.9% | ?
COc1ccccc1CCn1cnc(Cc2cccc(F)c2)c1C(C)C | 1.0% | 11.8% | i | 35.0% | nt | 0.9% | -49.0%[inhibitor] | -16.2% | ?
CN1CCN(c2nc3c(c(=O)[nH]c(=O)n3C)n2Cc2ccc(Cl)cc2)CC1 | -6.1% | -17.1% | i | -13.0% | -5.6% | 3.2% | 5.1% | -16.8% | 4.0%
Cc1ccc(-c2nnc(NCc3nc4ccccc4[nH]3)c3ccccc23)cc1S(=O)(=O)N1CCOCC1 | 1.4% | nt | i | 10.1% | ? | 8.0% | -17.4% | ? | ?
COc1ccccc1NCCC(=O)O | -3.8% | -13.3% | i | -3.7% | -0.8% | 8.3% | i | 2.8% | 5.5%
Cc1nn(-c2ccccc2)c(C)c1NC(=O)COC(=O)c1cccc(OC(F)F)c1 | 4.0% | 9.5% | i | -2.9% | 0.5% | -4.5% | i | -1.6% | 7.0%
O=C(COC(=O)c1cc(S(=O)(=O)N2CCCC2)ccc1O)NCCc1ccccc1 | -0.1% | -2.7% | i | -0.1% | -0.2% | -9.2% | -36.5%[inhibitor] | 2.3% | -2.8%
Cc1ccc(-c2nn3c(C)nnc3s2)cc1NC(=O)c1cccs1 | 0.5% | ? | i | -9.8% | -24.0% | 18.4% | i | -21.7% | 1.7%
OC[C@@H]1CN(CCN2CCOCC2)C[C@H](n2cnc3c(NC4CC4)ncnc32)O1 | -2.6% | 21.5% | i | -11.1% | nt | -1.3% | 2.7% | ? | ?
Cc1ccc(C)c(S(=O)(=O)N2CCN(C(=O)c3n[nH]c(=O)c4ccccc34)CC2)c1 | -0.2% | 5.9% | i | 6.4% | 2.3% | -6.0% | -27.3% | -6.3% | 0.3%
CC(OC(=O)Cc1coc2cc3c(cc12)CCC3)C(=O)NC(N)=O (configuration not stated) | 9.0% | 16.8% | i | -1.4% | -6.0% | -8.0% | i | 14.8% | -16.6%
CCCn1nnnc1NCc1cccc(OC)c1 | 3.3% | 13.5% | i | 7.6% | -2.0% | -6.5% | i | 2.7% | 16.0%
COc1ccc(-c2c(-c3cc(OC)cc(OC)c3)n(C)c3ccc(-c4ccc(OC)c(F)c4)cc23)cc1 | -2.4% | -5.7% | i | 11.2% | -4.3% | 4.2% | 13.0% | 5.0% | -16.9%
CCC12CC3CC(C1)CC(C(=O)Nc1nn[nH]n1)(C3)C2 | -2.9% | 29.6% | i | -20.7% | 0.0% | 4.4% | -11.0% | 2.0% | 0.0%
COC(=O)c1c(C)oc2ccc(N(C(=O)c3ccncc3)S(=O)(=O)c3cc(C)ccc3C)cc12 | 10.9% | ? | nt | 15.8% | nt | -5.7% | -92.8%[inhibitor] | -18.4% | ?
CCOC(=O)C(=O)C1=C(N2CCOCC2)/C(=C\c2ccc(F)cc2)CC1 | 12.1% | 15.3% | i | 4.7% | 0.7% | 12.0% | -7.2% | 6.1% | 23.0%
O=C(Nc1ccccn1)c1ccc(C(=O)c2ccccc2)cc1 | -1.0% | 0.6% | i | 26.3% | -5.4% | -8.1% | -37.8%[inhibitor] | -3.2% | ?

FUS yeast rescue, hit marks shown above.
| compound | FUS yeast rescue | pAkt inh | Mm-Cpn inhibitor | PTHR1 agonist |
| --- | --- | --- | --- | --- |
| COc1ccc(CN2C(=O)c3cccnc3C2Nc2ccc(OC)c(Cl)c2)cc1 (configuration not stated) | 31.6µM* | i | -10.9% | 1.0%[57.5 µM] |
